UHRF1 MBD2 ctr = human UHRF1 methylated DNA binding inhibitors; UHRF1 binding to methylated oligo, TR-FRET; Q96T88; AID 687016; inhibition, % at 4.4 µM; 370,000 tested, 0.75% active; in the data active = inhibition above about 21%;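 note: UHRF1 SRA domain binding a hemimethylated CpG hairpin DNA probe; 0% = median of test compound wells and 100% = reference inhibitor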
PLCg1 inh = inhibitors of human phospholipase C gamma1; inhibition, % at 12.2 µM; purified PLC-gamma1, fluorogenic substrate, fluorescence; AID 720700; 370,000 tested, 0.84% active; P19174; in the data active = inhibition above about 9.5%
PLCb3 inh = inhibitors of human phospholipase C beta3. Purified PLC-beta3, fluorogenic substrate, fluorescence. inhibition, % at 12.2 µM. 370,000 tested, 0.18% active. AID 720704; in the data active = inhibition above about 11%;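 note: 0% = median of compound wells on plate and 100% = full blocker control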
proKLK7 act = activators of human kallikrein-7 zymogen; purified proKLK7, EDANS-DABCYL substrate fluorescence; 100% is mature enzyme control, 0% vehicle; activation, % at 7 µM; 370,000 tested, 0.9% active; AID 652039;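 active = activation above the mean of all tested compounds plus 3 SD, computed per campaign excluding outliers beyond control limits, cut at about 13% in these data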
ASAP1 inh = blocks human ASAP1-stimulated Arf1 GTP hydrolysis; GDP FP detection; 360,000 tested, 0.19% active; inhibition, % at 16.5 µM; AID 624377; in the data active = inhibition above about 25%;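 note: 0% = vehicle with enzyme and substrate and 100% = no enzyme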
Tn6 DDE FP = disrupts Tn6 cyclic peptide binding to fibrin D-Dimer-E complex; P02675; Fibrin DD(E) TRITC-Tn6 fluorescence polarization displacement; inhibition, % at 8.3 µM; 370,000 tested, 0.21% active;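 active = inhibition above a per-campaign cutoff: mean of compounds within control limits plus 3 SD, cut at about 15% in these data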;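 note: 0% = median of all compound wells on the plate and 100% = blocking peptide control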
ADAM17 inh = inhibitors of human ADAM17; recombinant ADAM17, EDANS/DABCYL FRET peptide cleavage; inhibition, % at 6.95 µM; 370,000 tested, 0.83% active;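 active = inhibition above the mean of compounds lying between control limits plus 3 SD, set per campaign, cut at about 8.5% in these data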;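 note: 0% = DMSO-only wells as the low control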
ARFGAP1 inh = inhibits rat ARF GTPase activating protein 1. Arfgap1-stimulated ARF1 GTP hydrolysis, GDP FP detection. inhibition, % at 16.5 µM. 360,000 tested, 0.26% active. AID 651572;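 active = inhibition above a per-plate limit, mean inhibition of low control wells plus 3 SD, cut at about 25% in these data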;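 note: 0% = DMSO wells with enzyme and 100% = wells lacking Arfgap1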
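Material: rat Arfgap1 catalytic domain, aa 1-136; also added: human ARF1(Δ1-17)-GTP substrate; compound dosing: one concentration, 16.5 µM, DMSO 1.26%; incubation: GTP hydrolysis reaction 2 h at 25 °C; measured by: Tracer-displacement fluorescence polarization with EDTA stop, 620/688 nm; evaluation: % inhibition from polarization; repeats: one replicate per compound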
Tn7 DDE FP = disrupts Tn7 cyclic peptide binding to fibrin D-Dimer-E complex; P02675; FP displacement of FITC-Tn7 peptide from fibrin DD(E); 0% = median of compound wells per plate; inhibition, % at 8.3 µM; AID 720508; 370,000 tested, 0.13% active;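 active = inhibition above the mean of compounds falling within the control limits plus 3 SD of them, cut at about 14% in these data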;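 note: 0% = plate median of compound wells and 100% = 10 µM Aha-Tn7 peptide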
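system = human fibrin DD(E) protein | quantity = DD(E) 2 µM final | medium = Tris/NaCl/CaCl2 buffer, pH 7.8 | also added = labelled Tn7 tracer, 0.1 µM | compound dosing = single point at 8.3 µM | timing = compound with protein 10 min, then 3 h after probe, room temperature | signal = FP measurement | benchmarks = Aha-Tn7 high control | repeats = one replicate per compound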
MBD2 inh = inhibitors of human MBD2 binding to methylated oligonucleotide; inhibition, % at 4.4 µM; Q9UBB5; 370,000 tested, 0.31% active; TR-FRET; in the data active = inhibition above about 13%
Numbers without * were called inactive; i = inactive; & = joins results of further samples. Outcome played no part in choosing rows; overall some 4.1% were active at least once.

nr	canonical_smiles	UHRF1 MBD2 ctr	PLCg1 inh	PLCb3 inh	proKLK7 act	ASAP1 inh
1	O=C(NN1CCOCC1)c1ccc(Cl)cc1[N+](=O)[O-]	4.3	3.4	-3.3	-0.1	3.8
2	CN(C1CCCCC1)S(=O)(=O)c1ccc(-c2ccccn2)s1	3.6	4.7	-5.5	0.0	6.7
3	O=C(COc1ccc(-c2nnco2)cc1)NC1CCS(=O)(=O)C1 (stereo unspecified)	-1.3	2.1	-7.5	0.8	7.9
4	COc1cc(NC(=O)c2cc(Br)cc(C)c2OC)ccc1NC(=O)C(C)C	-2.2	-1.9	-1.1	0.2	-2.6
5	Cc1cn(S(=O)(=O)c2cc(Br)ccc2Br)cn1	-4.8	-0.6	3.2	-0.6	-5.2
6	COc1ccccc1OCCC(=O)OCC(=O)Nc1ccc2c(c1)OCCO2	0.2	-2.4	-1.1	-0.1	10.3
7	Cc1nn(Cc2ccc(F)cc2)c(C)c1NC(=O)c1cc(-c2ccc3c(c2)OCO3)on1	0.0	0.1	0.6	-0.2	6.8
8	NC(=O)CC[C@@H]1NC(=O)[C@H](CO)NC(=O)c2cc([N+](=O)[O-])cc(I)c2OCC[C@@H](C(N)=O)NC1=O	3.8	14.3*	9.5	0.6	1.3
9	COc1cccc(NC(=O)CSc2nnc(Cn3c(=O)sc4ccccc43)n2C)c1	2.9	3.9	3.9	-0.1	3.5
10	COc1cccc(CN2C(=O)c3ccccc3S2(=O)=O)c1	5.1	3.1	-7.0	-0.4	6.9
11	O=C(N/N=C/C(Cl)=C/c1ccc([N+](=O)[O-])cc1)C(=O)Nc1ccccc1C(=O)O	-0.1	-4.8	-12.2	-0.2	-8.1
12	COc1ccc2nc(NC(=O)Cn3cnc4ccccc4c3=O)sc2c1	-1.4	-4.9	-17.2	-0.1	7.5
13	COc1ccccc1-c1c(-c2ccc(O)cc2O)n[nH]c1C(F)(F)F	3.3	-1.7	-12.6	-0.7	13.8
14	O=C(Nc1nc(-c2ccccc2)cs1)Nc1ccc(F)cc1F	-2.1	1.4	-3.2	0.2	-1.0
15	COc1ccc(C(CNC(=O)c2ccc(NS(=O)(=O)c3ccc4c(c3)OCCO4)cc2)N(C)C)cc1 (stereo unspecified)	21.4*	2.4	-3.7	0.1	-1.7

nr	Tn6 DDE FP	ADAM17 inh	ARFGAP1 inh	Tn7 DDE FP	MBD2 inh
1	-4.3	-2.0	-9.6	3.5	-2.0
2	5.6	3.0	7.0	-8.7	-6.3
3	-2.9	0.7	8.2	3.2	-0.4
4	6.9	-3.1	10.9	12.1	-9.0
5	0.5	-0.1	-1.4	-8.7	-6.3
6	-0.4	1.2	-4.8	-0.1	-0.4
7	-1.4	-3.2	1.3	-4.5	-1.1
8	0.3	10.3*	4.1	5.1	-4.3
9	2.4	2.7	1.4	-0.7	-0.6
10	-2.0	-2.3	3.4	-2.4	9.8
11	1.7	-4.9	-14.2	6.9	2.2
12	1.7	-4.2	27.1*	-5.0	-2.2
13	1.1	0.0	6.8	4.7	-1.7
14	-8.0	3.0	-8.0	-3.9	1.8
15	-1.5	1.2	6.3	-2.8	-1.3

Next section:
nr	canonical_smiles	UHRF1 MBD2 ctr	PLCg1 inh	PLCb3 inh	proKLK7 act	ASAP1 inh
16	COc1ccc(NC(=O)CN(C)C(=O)CCc2c[nH]c3ccccc23)cc1	2.4	5.6	4.2	-0.1	1.9
17	CC1CCCN(C(=O)C(C)Nc2cc(Cl)ccc2N2CCOCC2)C1 (stereo unspecified)	1.8	-0.9	0.2	0.7	17.2
18	CC(C)[N+]1(C)[C@@H]2CC[C@H]1CC(OC(=O)C(CO)c1ccccc1)C2 (stereo partly specified)	0.8&0.2	3.5&2.8	2.4&0.0	0.3&0.4	-4.9&8.9
19	CCCCOC(=O)CNc1nnc(SCC(=O)OCC)[nH]c1=O	0.0	-4.8	-2.9	-1.8	-18.0
20	O=C(Nc1ccc(S(=O)(=O)N2CCCCCC2)cc1)c1ccc(Br)o1	-0.7	0.1	-5.5	-0.4	-16.4
21	O=C(Cc1ccc(Cl)cc1Cl)OCC(=O)c1ccc[nH]1	-0.1	-3.8	-4.7	0.1	12.2
22	CC1CCN(c2ccc(-c3cccs3)nn2)CC1	1.3	-24.7	-26.6	1.1	16.1
23	CC(NC(=O)c1cccc(S(=O)(=O)N(C)C)c1)C1CC2CCC1C2 (stereo unspecified)	-1.5	-1.9	-0.9	-0.2	-3.1
24	CCCCNc1c(-c2cccc(-c3ccc(OC)cc3)c2)nc2ccc(C)cn12	3.2	i	i	-38.5	2.5
25	Cc1occc1-c1nnc(SCC(=O)NCCc2ccccc2)n1C(C)c1ccccc1 (stereo unspecified)	-0.6	-0.5	0.0	-0.4	0.7
26	COC(=O)Nc1ccc(S(=O)(=O)N2CCCC(C(=O)Nc3cccc4c3OCCO4)C2)cc1 (stereo unspecified)	0.0	-4.5	-1.4	0.3	7.3
27	N=c1c2c3c(sc2ncn1Cc1ccccc1)CCCC3	1.1	0.8	2.4	-0.4	-5.5
28	CC(C(=O)Nc1sc2c(c1C#N)CCCCC2)N1C(=O)c2ccccc2C1=O (stereo unspecified)	-2.9	1.5	1.5	-0.3	1.8
29	CC(C)C[C@@H](CN=[N+]=[N-])N1CCN(C)CCC1=O	-4.1	-2.8	-0.7	0.4	-1.3
30	Cc1nc(CS(=O)(=O)c2ccc(Cl)cc2)sc1C(=O)O	-0.7	-1.2	-5.0	0.2	-23.8

nr	Tn6 DDE FP	ADAM17 inh	ARFGAP1 inh	Tn7 DDE FP	MBD2 inh
16	4.7	2.5	-1.7	-9.3	-1.6
17	0.8	-1.5	4.8	2.3	-6.9
18	-2.0&-3.6	-3.0&1.0	-0.7&-3.4	2.1&-3.1	8.2&2.0
19	-0.5	-5.3	-7.2	-0.7	0.7
20	-13.4	4.9	8.4	-9.2	0.4
21	7.3	2.6	-5.5	3.5	-7.0
22	-4.0	-12.9	2.5	-0.9	-3.6
23	-0.6	-2.1	-13.0	-6.1	-5.4
24	1.4	-83.5	1.2	0.1	-4.3
25	-2.5	-1.1	5.3	-5.5	3.3
26	-0.8	-3.0	6.4	6.6	4.0
27	1.9	-1.8	-12.1	-1.2	1.4
28	4.8	0.0	1.2	10.6	-10.3
29	10.8	-1.1	-0.5	3.1	-3.5
30	7.1	-0.6	-2.8	8.3	-6.2

Some of these compounds in order of molecular weight, low to high:
nr	canonical_smiles	UHRF1 MBD2 ctr	PLCg1 inh	PLCb3 inh	proKLK7 act	ASAP1 inh
27	N=c1c2c3c(sc2ncn1Cc1ccccc1)CCCC3	1.1	0.8	2.4	-0.4	-5.5
19	CCCCOC(=O)CNc1nnc(SCC(=O)OCC)[nH]c1=O	0.0	-4.8	-2.9	-1.8	-18.0
26	COC(=O)Nc1ccc(S(=O)(=O)N2CCCC(C(=O)Nc3cccc4c3OCCO4)C2)cc1 (stereo unspecified)	0.0	-4.5	-1.4	0.3	7.3

nr	Tn6 DDE FP	ADAM17 inh	ARFGAP1 inh	Tn7 DDE FP	MBD2 inh
27	1.9	-1.8	-12.1	-1.2	1.4
19	-0.5	-5.3	-7.2	-0.7	0.7
26	-0.8	-3.0	6.4	6.6	4.0

(further entries)
nr	canonical_smiles	UHRF1 MBD2 ctr	PLCg1 inh	PLCb3 inh	proKLK7 act	ASAP1 inh
31	Cc1cc(C)n(-c2cccc(CN(C)Cc3nc(-c4cnccn4)no3)c2)n1	1.1	-0.5	-6.4	0.0	3.5
32	Cc1ccccc1CN1CCC(C(=O)Nc2ccc(Oc3cccnc3)cc2)CC1	-2.9	0.5	-4.0	0.5	1.9
33	CCCCN1CC2([N+](=O)[O-])C=CC(=O)C([N+](=O)[O-])(C1)C2CC(=O)c1ccccc1 (stereo unspecified)	-4.7	-3.2	-0.4	0.3	-12.2
34	O=C(Oc1ccccc1)N1CCN(c2ccc(F)cc2)CC1	-0.7	3.9	4.3	0.3	0.7
35	Nc1ccc(NC2C[C@@H](C(=O)O)NC2=O)cc1 (stereo partly specified)	-6.3	-1.2	0.6	0.0	16.2
36	COc1ccc(-n2c(SCC(=O)Nc3ccc(NC(C)=O)cc3)nc3c([nH]c4ccccc43)c2=O)cc1OC	-1.0	-0.9	-9.7	-0.5	7.1
37	O=c1[nH]c(-c2ccccc2)nn1-c1ccc(Br)cc1Br	-2.9	4.1	-5.3	-0.3	2.3
38	O=C(COC(=O)C1CCN(S(=O)(=O)c2ccc(Cl)c(C(F)(F)F)c2)CC1)NCC1CCCO1 (stereo unspecified)	0.2	0.2	3.8	-0.1	-4.3
39	Cc1ccc(-n2c(O)c(C=Nc3ccc4c(c3)OCO4)c3ccccc3c2=O)cc1C	2.1	-0.3	-5.7	-0.6	4.2
40	NNC(=O)c1ccc(N2CCc3ccccc32)c([N+](=O)[O-])c1	-9.5	-11.0	-17.1	1.1	0.4
41	Cc1ccc(C(=O)Cn2c(NCCO)nc3ccccc32)cc1	-3.2	3.5	3.6	0.3	-5.1
42	Cc1ccc(-c2noc(C3CCN(S(=O)(=O)c4ccc5c(c4)OCCO5)CC3)n2)o1	-1.9	-1.6	5.9	0.5	-21.1
43	Cc1ccnc(NC(=O)c2ccc(S(=O)(=O)N3CCCC3)cc2)c1	-0.2	-2.2	-0.8	-0.3	9.2

nr	Tn6 DDE FP	ADAM17 inh	ARFGAP1 inh	Tn7 DDE FP	MBD2 inh
31	4.7	-2.3	-2.5	8.1	-3.4
32	0.7	-0.5	2.1	0.3	0.7
33	1.9	1.9	0.1	-4.5	-6.1
34	-2.9	0.7	-12.4	-1.7	1.5
35	-0.2	-2.0	7.6	-3.4	-0.5
36	1.5	-6.4	10.7	-4.9	0.7
37	-2.8	-1.2	2.9	-4.7	1.6
38	1.3	-4.0	-4.8	-3.0	4.0
39	-5.0	-2.5	5.3	3.7	3.0
40	-1.8	2.8	-1.9	0.6	-7.9
41	-0.8	1.5	9.9	0.3	-4.5
42	-1.6	-2.1	6.6	3.9	-2.1
43	5.7	-21.0	-7.8	-2.4	-0.9

Compound activity deposited in PubChem by The Scripps Research Institute Molecular Screening Center.
